A549 tox = Nrf2 qHTS screen for inhibitors: counterscreen for cytotoxicity | A549 ARE-Fluc cells, CellTiter-Fluor viability, 18-24 h | Potency, µM (titrated, usually from 46 µM), without a hit: at the top dose activity change, negative = cytotoxicity, actives largely listed as inhibitors | actives 0.16% (n = 390,000) | AID 504648, 2011; further: potency means the concentration at half of the fitted maximal effect; on the % scale 0 is the no-effect control and ±100 the full control effect
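Cytotoxicity counterscreen: CellTiter-Fluor fluorescence was measured in A549 ARE_Fluc cells after 18-24 h of compound exposure in a concentration series. The subsequent BugLite luminescent read reports ARE-luciferase activity.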
CCT modulator = High-Throughput Screening for Modulators of Cytosolic Chaperonin Activity; activity change, % (test concentration not listed), hits read low; AID 651819, 2012; actives 0.3% (n = 360,000); purified chaperonin ATPase assay, HTRF ADP detection, 30 min; in the data active means activity change below about -30%; further: on the % scale 0 is the no-effect control and ±100 the full control effect
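TRiC (40 or 20 nM final, by batch activity) in 30 mM Tris pH 7.4, 100 mM KCl, 5 mM MgCl2, 1 mM DTT was treated with compound at 76 uM single dose, then 10 uM ATP, 30 min at 37 °C. ADP was read by HTRF Transcreener.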
Nrf2 ARE act = qHTS of Nrf2 Activators; AREc32 ARE-luciferase reporter (MCF7-derived line), luminescence, 24 h; Potency, µM (titrated, usually from 46.1 µM), inactives show at the highest dose activation, hits mostly activators; actives 0.31% (n = 410,000); AID 624171, 2012; further: potency means the concentration at half of the fitted maximal effect; % of control where 0% means no effect; nearly all actives have a fitted effect of over 65% in size
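Quantitative high-throughput format: AREc32 reporter cells, 1000 per well, received compound by pin transfer and were incubated 24 hr at 37 deg C, 5% CO2, before Steady-Glo luminescence detection.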
Nrf2 inh = Nrf2 qHTS screen for inhibitors; A549 ARE-Fluc reporter, luciferase luminescence, 18-24 h; Potency, µM (doses to about 46 µM), for the others: at the top dose activity change, negative = inhibition, usual class: inhibitors; actives 2.1% (n = 360,000); further: potency means the concentration at half of the fitted maximal effect; on the % scale 0 is the no-effect control and ±100 the full control effect; nearly all actives have a fitted effect of over 60% in size
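Quantitative HTS in A549 cells stably bearing an antioxidant response element-firefly luciferase construct. Inhibition of Nrf2-driven transcription was scored by luminescence after 18-24 h of compound exposure at 37 °C.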
EPAC2 ag = qHTS for Agonist of cAMP-regulated guanine nucleotide exchange factor 4 (EPAC2): primary screen; actives 0.079% (n = 360,000); AID 720711, 2013; EPAC2 activation, biochemical qHTS; response scale: 100% = 6.5 mM cAMP response; Potency, µM (series often up to 154 µM), for the others: at the top dose activation, hits mostly activators; further: potency means the concentration at half of the fitted maximal effect; nearly all actives have a fitted effect of over 50% in size
Target sequence (Q8WZA2 whole entry, looked up): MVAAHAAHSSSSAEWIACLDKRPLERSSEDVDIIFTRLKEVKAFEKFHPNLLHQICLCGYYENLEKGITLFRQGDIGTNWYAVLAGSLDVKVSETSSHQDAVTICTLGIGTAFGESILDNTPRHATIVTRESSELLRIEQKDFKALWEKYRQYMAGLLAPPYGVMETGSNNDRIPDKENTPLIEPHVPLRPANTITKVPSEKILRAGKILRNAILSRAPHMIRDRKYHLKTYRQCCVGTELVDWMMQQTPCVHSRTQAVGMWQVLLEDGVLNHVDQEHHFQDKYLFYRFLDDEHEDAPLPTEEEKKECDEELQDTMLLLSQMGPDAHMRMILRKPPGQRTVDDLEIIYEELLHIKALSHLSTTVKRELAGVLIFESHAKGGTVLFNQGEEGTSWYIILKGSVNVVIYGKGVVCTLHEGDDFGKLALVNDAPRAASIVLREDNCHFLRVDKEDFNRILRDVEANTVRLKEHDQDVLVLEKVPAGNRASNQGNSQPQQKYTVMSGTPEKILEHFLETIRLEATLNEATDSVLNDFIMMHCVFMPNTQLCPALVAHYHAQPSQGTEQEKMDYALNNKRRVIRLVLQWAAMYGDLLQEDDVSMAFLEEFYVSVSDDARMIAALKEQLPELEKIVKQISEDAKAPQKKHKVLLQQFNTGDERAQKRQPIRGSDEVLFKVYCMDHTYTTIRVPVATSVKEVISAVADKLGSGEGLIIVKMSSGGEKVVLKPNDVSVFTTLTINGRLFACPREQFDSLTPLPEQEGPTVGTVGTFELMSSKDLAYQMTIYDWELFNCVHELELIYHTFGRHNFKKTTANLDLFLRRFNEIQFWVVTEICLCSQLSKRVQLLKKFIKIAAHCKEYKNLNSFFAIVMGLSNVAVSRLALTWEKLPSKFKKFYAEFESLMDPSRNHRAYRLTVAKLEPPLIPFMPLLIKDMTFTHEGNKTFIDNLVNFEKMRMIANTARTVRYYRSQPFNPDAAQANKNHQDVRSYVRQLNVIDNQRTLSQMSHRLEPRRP
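Compounds were titrated in qHTS against a Rap1B-BODIPY-GDP (250 nM) complex with EPAC2 (100 nM) and GDP (50 uM). BODIPY-GDP release tracked at 480/540 nm over 30 min at room temperature, normalized to 6.5 mM cAMP.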
EPAC2 antag = qHTS for Antagonist of cAMP-regulated guanine nucleotide exchange factor 2 (EPAC2): primary screen. Rap guanine nucleotide exchange factor 4 (Homo sapiens), Q8WZA2. EPAC2 GEF exchange of Rap1B-BODIPY-GDP, fluorescence. Potency, µM (doses to about 114 µM), without a hit: top-dose activity, negative = inhibition, usual class: inhibitors. actives 0.18% (n = 360,000). AID 720708, 2013; further: potency means the concentration at half of the fitted maximal effect; on the % scale 0 is the no-effect control and ±100 the full control effect; nearly all actives have a fitted effect of over 45% in size; many of its hits are not listed in these tables
MmCpn inh = Inhibitors of TCP-1 ring complex (TRiC) of Methanococcus maripaludis (MmCpn): qHTS; Chaperonin Mm-Cpn (Methanococcus maripaludis); purified Mm-Cpn ATPase, ADP Transcreener TR-FRET; Potency, µM (top dose mostly 76.9 µM), for inactives: top-dose activity, negative = inhibition, actives largely listed as inhibitors; actives 0.031% (n = 330,000); AID 504842, 2011; further: potency means the concentration at half of the fitted maximal effect; on the % scale 0 is the no-effect control and ±100 the full control effect; nearly all actives have a fitted effect of over 80% in size
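TR-FRET (320 nm excitation; 590 and 665 nm emission) reports ADP made from 10 uM ATP by 25 nM enzyme; compounds were preincubated 10 min, reaction run 30 min, both at 37°C.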
pAkt inh = HTS Assay for Inhibitors of Akt Phophorylation: Primary Screen; Neuro2A IGF-stimulated pAkt S473 HTRF, 20 min; hits give low values; activity change, % for hits at 50 µM; actives 0.32% (n = 360,000); AID 651550, 2012; in the data active means activity change below about -80%; inconclusive means mostly about -51% to -80%; further: on the % scale 0 is the no-effect control and ±100 the full control effect
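Single-point screen (50 µM final compound) in Neuro2A cells stimulated 20 min with 6 nM IGF at 37 deg C. After lysis, Ser473-phosphorylated Akt read by HTRF (ex 330 nm, em 615/665 nm) as the 665/615 ratio.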
TGFb SMAD3 inh = qHTS for Inhibitors of TGF-b; HepG2 CAGA-GFP TGF-b/SMAD3 reporter, GFP fluorescence, 18 h; TGF-beta stimulated, 500 pg/mL final; Potency, µM (top dose mostly 46.1 µM), without a hit: at the highest dose activity, negative = inhibition, hits mostly inhibitors; actives 1.2% (n = 410,000); further: potency means the concentration at half of the fitted maximal effect; on the % scale 0 is the no-effect control and ±100 the full control effect; nearly all actives have a fitted effect of over 65% in size
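First, reporter cells (HEPG2 CAGA-GFP) rested 2 h at 37 degrees C. Next, compounds were pinned in and TGF-beta added to 500 pg/mL final. After 18 h, GFP was imaged per cell and summed per well.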
An asterisk follows results filed as active; i = inactive; u = inconclusive; x = not tested or not shown. Unless noted, the call rests on the fitted dose curve; in most records, active means well fitted curve in the direction sought with a large enough effect; inconclusive means small, poorly fitted or top-dose-only effect, or another doubt; inactive means no such curve, though single readings can be large; an effect the other way counts as inactive or inconclusive.

SMILES | A549 tox | CCT modulator | Nrf2 ARE act | Nrf2 inh | EPAC2 ag | EPAC2 antag | MmCpn inh | pAkt inh | TGFb SMAD3 inh
CSCCC(NC(=O)c1ccco1)C(=O)NCC(c1ccco1)N1CCCCC1 (centres undefined) | -5% | 0.6 | 0.6% | -4% | -2% | 5% | 0% | i | -2%
CCC(Cc1ccccc1)n1c(=S)[nH]c2ccccc2c1=O (centres undefined) | 4% | 5.4 | 1.5% | -18% | 15% | -23% | -1% | i | u
Cc1ccc(O)c(-c2cc(C(=O)NCc3ccc4c(c3)OCO4)[nH]n2)c1 | 1% | -4.6 | 0.2% | -1% | -6% | 8% | 1% | i | 7%
CN(NC(=O)COc1ccccc1)c1ccccc1 | 1% | -1.4 | -0.2% | 4% | 6% | 2% | 3% | i | -6%
Cc1onc(-c2ccccc2)c1C(=O)NC(C)c1ccccc1 (centres undefined) | -4% | -0.7 | 0.4% | u | 5% | 3% | x | i | -1%
O=C(COC(=O)Cn1cnc2ccccc2c1=O)Nc1ccccc1OC(F)F | 4% | -3.3 | -0.1% | -4% | 12% | -5% | 2% | i | 0%
CCN(C(=O)COC(=O)c1cc(-c2ccccc2)nc2c1c(C)nn2-c1ccccc1)C1CCS(=O)(=O)C1 (centres undefined) | 6% | -9.5 | -0.6% | u | 3% | -10% | -2% | i | 0%
COc1ccc(CCN=C(N)NS(=O)(=O)c2ccc(OC)cc2)cc1 | 3% | 3.7 | 0.1% | -6% | 7% | 6% | 1% | i | 7%
CCCCN(CC)C(=O)Cn1cnc2sc(C)c(S(=O)(=O)N3CCC(C)CC3)c2c1=O | -6% | 1.0 | 0.3% | -4% | -7% | -9% | -8% | i | -12%
CCCCn1c(N)c(N(CC(C)C)C(=O)c2ccc(Br)o2)c(=O)[nH]c1=O | 0% | -0.9 | -0.2% | 5% | 6% | 0% | 1% | i | -5%
Cc1ccc(C)c(NC(=O)CN(C)C(=O)c2ccc3ncsc3c2)c1 | 0% | -2.6 | -0.1% | 5% | 6% | -2% | 2% | i | 24%
CCC(=O)NC1(C(F)(F)F)C(=O)Nc2c1c(=O)[nH]c(=O)n2CC(C)C (centres undefined) | 1% | 1.7 | 0.0% | 4% | -3% | -22% | 1% | i | 8%
Cc1ccc(-c2ccc(CN3C(C(C)C)C(=O)N(Cc4cn(CCC5OCCCO5)nn4)CCS3(=O)=O)cc2)cc1 (centres undefined) | x | 0.3 | -0.8% | x | -7% | -21% | x | i | u
O=C(Nc1nccs1)c1cncc(Br)c1 | 0% | 0.5 | 8.8% | u | 1% | -3% | 1% | i | 13%
O=C(NCCc1ccccc1)C(=O)NCC1OCCN1S(=O)(=O)c1ccc(Cl)cc1 (centres undefined) | -6% | -1.2 | 0.0% | u | -5% | 2% | 1% | i | 5%
Cc1cc(C)c(CNC(=O)c2cc(C3CC3)nc3c2cnn3C(C)C)c(=O)[nH]1 | 4% | -0.6 | 2.6% | -3% | -6% | -5% | 0% | i | -3%
Cc1ccc(-n2c(/C=C/c3c(C)n(C)c4ccccc34)nc3ccccc3c2=O)cc1 | -2% | x | 0.4% | 6% | x | x | x | x | 0%
O=C(NCC1CCCO1)C(=O)NCC(c1ccco1)N1CCN(c2ccccc2F)CC1 (centres undefined) | -6% | 0.6 | 0.4% | 13% | 6% | 0% | -6% | i | -14%
CN(C)S(=O)(=O)c1ccc(C(=O)Nc2ccccn2)cc1 | -5% | -2.6 | 3.5% | u | 9% | -1% | -3% | i | -3%
CCCc1cc2c(=O)c(-c3cscn3)c(C(=O)OCC)oc2cc1O | -1% | 0.7 | 2.6% | -4% | 6% | -7% | 0% | i | 0%

Fetched by compound from above:
SMILES | A549 tox | CCT modulator | Nrf2 ARE act | Nrf2 inh | EPAC2 ag | EPAC2 antag | MmCpn inh | pAkt inh | TGFb SMAD3 inh
CCN(C(=O)COC(=O)c1cc(-c2ccccc2)nc2c1c(C)nn2-c1ccccc1)C1CCS(=O)(=O)C1 (centres undefined) | 6% | -9.5 | -0.6% | u | 3% | -10% | -2% | i | 0%
O=C(COC(=O)Cn1cnc2ccccc2c1=O)Nc1ccccc1OC(F)F | 4% | -3.3 | -0.1% | -4% | 12% | -5% | 2% | i | 0%

Some entries already given with just pAkt inh.
compound	pAkt inh
Cc1ccc(C)c(NC(=O)CN(C)C(=O)c2ccc3ncsc3c2)c1	i
CCC(=O)NC1(C(F)(F)F)C(=O)Nc2c1c(=O)[nH]c(=O)n2CC(C)C (centres undefined)	i
Cc1ccc(-c2ccc(CN3C(C(C)C)C(=O)N(Cc4cn(CCC5OCCCO5)nn4)CCS3(=O)=O)cc2)cc1 (centres undefined)	i

Next section
SMILES | A549 tox | CCT modulator | Nrf2 ARE act | Nrf2 inh | EPAC2 ag | EPAC2 antag | MmCpn inh | pAkt inh | TGFb SMAD3 inh
Cn1cccc1C(=O)N/N=C/c1c(Cl)cccc1Cl | -2% | -3.0 | 27% | u | 8% | 0% | -2% | i | -5%
CC(=O)NC1=NN(C(C)=O)C(C)(c2ccc3ccccc3c2)S1 (centres undefined) | 0% | 1.4 | 0.0% | -11% | 0% | -3% | -2% | i | 4%
CCc1nn(CC(=O)NC(C)c2ccccc2)c(=O)c2cc3sccc3n12 (centres undefined) | 1% | x | -0.9% | 5% | x | x | x | x | 3%
Cc1cc(=O)n2[nH]c(SCc3ccccc3Cl)nc2n1 | -2% | 0.5 | -0.8% | 26% | 1% | 1% | 0% | i | 1%
Cc1nn(-c2ccccc2)c2nc(N)c(C(N)=O)cc12 | 2% | -2.4 | 5.2% | 20% | 13% | -15% | -5% | i | 2%
Clc1ccccc1CN1CCSCC1 | -1% | -0.4 | -0.3% | 1% | 9% | 4% | 4% | i | -2%
Cn1c(=O)oc2cc(S(=O)(=O)Nc3ccc4c(c3)OCO4)ccc21 | -1% | -1.0 | 2.9% | 10% | 9% | -2% | -1% | i | -28%

6 entries out of the list above, sorted by the value under EPAC2 antag, falling.
mol	CCT modulator	Nrf2 ARE act	Nrf2 inh	EPAC2 antag	MmCpn inh	pAkt inh	TGFb SMAD3 inh
Clc1ccccc1CN1CCSCC1	-0.4	-0.3%	1%	4%	4%	i	-2%
Cc1cc(=O)n2[nH]c(SCc3ccccc3Cl)nc2n1	0.5	-0.8%	26%	1%	0%	i	1%
Cn1cccc1C(=O)N/N=C/c1c(Cl)cccc1Cl	-3.0	27%	u	0%	-2%	i	-5%
Cn1c(=O)oc2cc(S(=O)(=O)Nc3ccc4c(c3)OCO4)ccc21	-1.0	2.9%	10%	-2%	-1%	i	-28%
CC(=O)NC1=NN(C(C)=O)C(C)(c2ccc3ccccc3c2)S1 (centres undefined)	1.4	0.0%	-11%	-3%	-2%	i	4%
Cc1nn(-c2ccccc2)c2nc(N)c(C(N)=O)cc12	-2.4	5.2%	20%	-15%	-5%	i	2%

These rows are one share of the data, so the mix of outcomes need not match the whole.
